Screening data from PubChem.
UBC13 inh: inhibitors of human UBC13 polyubiquitin chain formation | P61088 | TR-FRET | inhibition, % at 20 µM | 330,000 compounds, 0.47% hits; in the data active = inhibition above about 45%, passing the limit was not always enough
Target sequence (P61088 whole entry, looked up): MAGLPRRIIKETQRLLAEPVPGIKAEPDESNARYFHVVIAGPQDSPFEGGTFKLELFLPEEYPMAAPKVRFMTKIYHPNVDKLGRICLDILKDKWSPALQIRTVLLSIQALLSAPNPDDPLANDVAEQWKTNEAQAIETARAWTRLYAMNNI
Gli-Sufu block: antagonists of Gli-Sufu signaling; Sufu-KO-LIGHT fibroblasts, Gli luciferase reporter luminescence; 340,000 compounds, 0.74% hits; inhibition, % at 5 µM;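 active = inhibition above about 55%, limit read from the data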;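 also: 0% = DMSO-treated cells and 100% = wells with medium but no cells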
APJ ag: APJ receptor agonism; 330,000 compounds, 0.11% hits; activation, % at 20 µM; P35414; AID 2520; CHO-K1 APJ PathHunter beta-arrestin, luminescence; 0% DMSO wells, 100% apelin;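 active = activation more than six SD over the plate average, tested at 20 µM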;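 also: 0% = DMSO alone and 100% = apelin-13 at 10 nM; some results filed as inactive read as strong as hits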
Target sequence (P35414 whole entry, looked up): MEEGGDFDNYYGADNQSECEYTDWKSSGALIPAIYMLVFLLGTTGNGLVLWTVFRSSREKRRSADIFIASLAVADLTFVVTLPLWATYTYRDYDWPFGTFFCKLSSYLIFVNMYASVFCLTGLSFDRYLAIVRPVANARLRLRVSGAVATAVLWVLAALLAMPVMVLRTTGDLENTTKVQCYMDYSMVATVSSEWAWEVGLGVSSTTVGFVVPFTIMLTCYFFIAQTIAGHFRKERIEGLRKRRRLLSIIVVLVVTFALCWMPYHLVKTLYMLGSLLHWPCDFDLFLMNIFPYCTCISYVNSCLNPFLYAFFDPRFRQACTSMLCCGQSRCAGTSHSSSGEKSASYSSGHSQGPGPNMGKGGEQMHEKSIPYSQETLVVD
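Assay system: CHO-K1 cells stably expressing ProLink-tagged human APJ and arrestin–beta-gal acceptor. Compound dosing: 20 µM single point, 1% DMSO. Times: 16-18 h seeding, 90 min dark compound exposure, 60 min detection. Detection: beta-gal luminescence. Evaluation: APJ–arrestin association signal. Controls: negative DMSO alone, positive Apelin-13 at 10 nM.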
APJ antag: blocks the human apelin receptor APJ; P35414; CHO-K1 APJ beta-arrestin complementation, luminescence; inhibition, % at 20 µM; 330,000 compounds, 0.32% hits; AID 2521;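 active = inhibition above about 40% at 20 µM, limit read from the data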;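 also: cells challenged with 10 nM apelin-13 agonist together with compound; plate controls were apelin-13 plus DMSO wells for no effect and DMSO wells lacking apelin-13 for full effect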
ATG4B inhibitor: ATG4B (human) cysteine protease inhibition; inhibition, % at 8.33 µM; AID 504462; ATG4B cleavage of LC3-PLA2, NBD-HPC fluorescence, 1 h; Q9Y4P1; 340,000 compounds, 0.51% hits; in the data active = inhibition above about 40%
Target sequence (Q9Y4P1 whole entry, looked up): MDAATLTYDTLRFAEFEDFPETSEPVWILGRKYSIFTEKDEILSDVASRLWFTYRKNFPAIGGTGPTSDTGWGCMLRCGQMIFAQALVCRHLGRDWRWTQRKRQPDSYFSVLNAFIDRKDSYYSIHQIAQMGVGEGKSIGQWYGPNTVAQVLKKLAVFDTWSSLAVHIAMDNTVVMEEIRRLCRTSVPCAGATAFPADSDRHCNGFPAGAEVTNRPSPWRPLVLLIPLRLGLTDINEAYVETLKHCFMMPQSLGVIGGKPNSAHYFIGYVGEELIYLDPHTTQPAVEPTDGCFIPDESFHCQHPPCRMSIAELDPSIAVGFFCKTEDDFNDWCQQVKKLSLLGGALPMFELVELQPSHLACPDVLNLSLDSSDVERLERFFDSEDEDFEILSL
CXCR6 block: blocks human CXCR6 beta-arrestin recruitment | O00574 | CHO-K1 PathHunter CXCR6 beta-arrestin, luminescence | inhibition, % at 20 µM | 360,000 compounds, 0.36% hits; in the data active = inhibition above about 34%, passing the limit was not always enough;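 also: antagonist mode with CXCL16 agonist at 10 nM final; 0% = 10 nM CXCL16 with DMSO and 100% = unstimulated wells without agonist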
CCR6 antag: blocks CCL20-driven beta-arrestin recruitment at human CCR6; CHO-K1 CCR6 PathHunter beta-arrestin, luminescence, CCL20-stimulated; 340,000 compounds, 0.49% hits; inhibition, % at 20 µM;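 active = compounds whose inhibition of the agonist-driven luminescence signal at 20 µM reaches about 50%, limit read from the data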;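 also: cells stimulated with CCL20 at 14 nM final; plate controls were DMSO with CCL20 for no effect and DMSO without agonist for full effect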
EBI2 block: blocks human EBI2 receptor beta-arrestin signaling. EBI2 beta-arrestin recruitment, luminescence, 7a,25-OHC stimulated. inhibition, % at 5 µM. 360,000 compounds, 0.81% hits. AID 651636; in the data active = inhibition above about 38%;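 also: enzyme fragment complementation signal reports receptor beta-arrestin coupling in cells; 0% = agonist plus DMSO wells and 100% = wells without agonist; some results beyond the cut were filed as inactive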
Numbers without * were called inactive; . = not tested or not shown.

Keys – A = UBC13 inh; B = Gli-Sufu block; C = APJ ag; D = APJ antag; E = ATG4B inhibitor; F = CXCR6 block; G = CCR6 antag; H = EBI2 block
> O=C(c1ccccc1F)N1CCN=C1c1ccccc1
  A: 13	B: -23	C: 2	D: 1	E: -29	F: 1	G: 1	H: -7
> COc1ccc(OC)c(CN2CCSCC2)c1
  A: 2	B: 3	C: -1	D: 6	E: -3	F: -9	G: -8	H: 1
> O=S(=O)(c1cccc2nsnc12)N1CCN(C/C=C/c2ccccc2)CC1
  A: 8	B: 0	C: -1	D: 14	E: -9	F: -2	G: 4	H: 14
> COC(=O)c1nc2n(n1)C(c1ccc(OC)c(OC)c1)C(C(=O)OC1CCCCC1)=C(C)N2 (centres undefined)
  A: -1	B: 9	C: -2	D: 5	E: -2	F: -2	G: 6	H: 2
> C=C(C)CSc1nc2sc3c(c2c(=O)n1-c1ccc(OC)cc1)CCN(C)C3
  A: 1	B: 4	C: 0	D: -7	E: 4	F: .	G: 6	H: .
> O=C(c1ccc(CS(=O)(=O)c2ccc(Br)cc2)o1)N1CCCC1
  A: 3	B: 13	C: -2	D: 17	E: 1	F: 3	G: 13	H: 3
> COc1ccc(COCC(O)CN2CCCC(C(F)(F)F)C2)cc1 (centres undefined)
  A: -16	B: .	C: -2	D: 8	E: .	F: 1	G: .	H: -5
> COc1ccccc1N(CC(=O)Nc1ccc2c(c1)OCO2)S(=O)(=O)c1ccccc1
  A: -3	B: 4	C: -4	D: 3	E: -8	F: 8	G: 8	H: 5
> Cc1nn(C(C)C(=O)NC2CC2)c(=O)c2nn(-c3ccccc3)c(C)c12 (centres undefined)
  A: -7	B: .	C: 1	D: 17	E: 7	F: 0	G: -2	H: 1
> Cc1cc(-n2cnc(-c3cn(C)nc3C)n2)no1
  A: 2	B: -8	C: 1	D: 16	E: -7	F: -8	G: 13	H: -9
> N#Cc1ccc(Oc2nc(C(N)=O)cc(-c3ccccc3)n2)cc1
  A: -4	B: 8	C: -3	D: 0	E: -18	F: 0	G: 4	H: 2
> CCc1nnc(SCC(=O)NC2CCCCC2)nc1CC
  A: -5	B: 1	C: 2	D: -1	E: -7	F: 2	G: 5	H: 2
> CC(C)(C)OC(=O)N[C@@H](Cc1ccccc1)C(=O)NCC1CCC(C(=O)O)CC1 (some centres undefined)
  A: 8	B: 4	C: -1	D: -12	E: 1	F: 1	G: 0	H: 1
> Cc1ccc(C)c(OCC(=O)Nc2ccc(S(=O)(=O)Nc3onc(C)c3C)cc2)c1
  A: -10	B: 24	C: -1	D: 12	E: -2	F: 3	G: 4	H: -3
> CCOc1ccccc1CNCC1CCCO1 (centres undefined)
  A: -9	B: -21	C: -3	D: -18	E: -3	F: 0	G: -6	H: -4
> Cc1csc(=O)n1CC(=O)OCC(=O)Nc1ccc(F)c(F)c1
  A: 2	B: 1	C: -6	D: -7	E: 0	F: -1	G: 3	H: 1
> CC(C)NC(=O)N(C)C[C@H]1Oc2ccc(NC(=O)Cn3cnnn3)cc2C(=O)N([C@H](C)CO)C[C@@H]1C
  A: 16	B: -25	C: -1	D: -6	E: 8	F: -4	G: -3	H: -5
> CCCOc1cc(C)nc(-c2ccccc2O)n1
  A: 6	B: 4	C: -2	D: 16	E: -8	F: 8	G: 25	H: 3
> CCCN(CC(=O)Nc1ccccc1C)C(=O)c1cnc(C)cn1
  A: .	B: -8	C: .	D: .	E: 3	F: -1	G: 5	H: 0
> CSCc1c(C(=O)Nc2ccccc2N2CCOCC2)oc2ccccc12
  A: -3	B: -3	C: -3	D: -3	E: 10	F: 1	G: 23	H: 14
> Cc1cc(C)cc(NC(=S)NCc2cccs2)c1
  A: 4	B: 1	C: 0	D: 3	E: 11	F: 2	G: 7	H: -5
> CCc1c(C)nc2ncnn2c1N1CCCC(C(=O)NCCc2ccccc2)C1 (centres undefined)
  A: -2	B: -6	C: -3	D: -7	E: 10	F: 6	G: 0	H: -7
> Cc1ccc(C(=O)OCC(=O)NCc2ccco2)cc1S(=O)(=O)N1CCOCC1
  A: 3	B: 3	C: -3	D: -3	E: -11	F: -2	G: -6	H: 4
> C=CCN(c1ccccc1)S(=O)(=O)c1cccc(C(=O)Nc2nc3ccccc3[nH]2)c1
  A: -20	B: 27	C: 1	D: -8	E: -10	F: 2	G: 23	H: 18
> CC1(c2ccccc2)CC(C)(C)N2C(=O)/C(=C3\SC(=S)NC3=O)c3cccc1c32 (centres undefined)
  A: .	B: 15	C: .	D: .	E: 26	F: 16	G: 37	H: 10
> COc1cc(OC)cc(C(=O)NC(=S)Nc2ccc(Cl)c(C(=O)O)c2)c1
  A: 4	B: 2	C: -4	D: 33	E: 3	F: 23	G: -17	H: 7
> CCCN1CCC(NC(=O)Nc2ccc(Br)cc2)CC1
  A: 12	B: 18	C: -4	D: -7	E: -11	F: -2	G: 8	H: -3
> COc1ccc(/C(O)=C2/C(=O)C(=O)N(CC3CCCO3)C2c2ccc(OC)c(OC)c2)cc1 (centres undefined)
  A: 3	B: -1	C: -1	D: 17	E: -1	F: 8	G: -9	H: -12
> CS(=O)(=O)N(CC(=O)N1CCN(c2ccccc2)CC1)c1cccc(Br)c1
  A: -1	B: 2	C: -5	D: 0	E: -6	F: -5	G: 13	H: -1
> CC(C)OC(=O)C1C(=O)CC(C)(O)C(C(=O)OC(C)C)C1c1ccccc1 (centres undefined)
  A: 1	B: -6	C: -4	D: 2	E: -8	F: -9	G: 2	H: -6
> COc1ccc2cc(C(=O)/C=C/c3cc(OC)c(OC)c(OC)c3)ccc2c1
  A: -2	B: 13	C: 0	D: 13	E: -17	F: -5	G: 1	H: 7
> O=C(Cn1cc2c(n1)CCCC2)NCCc1ccccc1
  A: 1	B: 4	C: -1	D: -21	E: -7	F: -3	G: -6	H: -4
> Cc1cc2nc(-c3ccc(SCc4ccc(C#N)cc4)nc3)[nH]c2cc1C
  A: -12	B: -1	C: 9	D: -7	E: -16	F: -6	G: -6	H: 56*
> O=C(Cn1c(=O)oc2ccccc21)Nc1ccc(F)c(F)c1
  A: 5	B: -4	C: -3	D: 5	E: 0	F: -3	G: -6	H: -13
> CC(=O)Nc1ccc(S(=O)(=O)NC(C)(C#N)C2CC2)cc1 (centres undefined)
  A: 0	B: -11	C: -3	D: 10	E: -6	F: 3	G: 8	H: -2
> CCOc1ccc(C2C(C#N)=C(N)N3C(=C2C#N)Sc2ccccc23)cc1 (centres undefined)
  A: -5	B: -5	C: 3	D: -6	E: -7	F: -1	G: 21	H: 3
> Cc1nnc(SCC(=O)Nc2nsc(-c3ccc(C(C)(C)C)cc3)n2)s1
  A: 15	B: -65	C: -3	D: 17	E: -5	F: -11	G: 7	H: -16
> CC1=NNC(=O)c2ccccc2O1
  A: 3	B: -34	C: -6	D: -21	E: 7	F: -5	G: 0	H: 5
> COc1ccc(C(=O)NCCn2ccc3ccccc32)cc1
  A: -1	B: -71	C: 0	D: -1	E: -6	F: 4	G: -18	H: -5
> O=C(NCc1ccc(F)cc1)C1CC(=O)N(Cc2ccco2)C1 (centres undefined)
  A: -1	B: 0	C: -4	D: 6	E: -1	F: 7	G: 5	H: -5
> COc1ccc(-c2cn3cc(C)ccc3n2)cc1OC
  A: -13	B: -98	C: 9	D: -7	E: -13	F: 1	G: 1	H: 2
> Cc1nc2cc(NS(=O)(=O)c3ccccc3F)ccc2s1
  A: 0	B: 9	C: -2	D: 11	E: -1	F: -1	G: 15	H: -16
> CCc1ccc(NC(=O)c2cc(CC(C)C)on2)cc1
  A: 10	B: -47	C: -6	D: 7	E: -6	F: 0	G: 10	H: 2
> Cn1ncc(Br)c1C(=O)NC1CCCCCCC1
  A: 0	B: -3	C: 0	D: 1	E: 1	F: 3	G: 11	H: 3
> CCOC(=O)c1sc(C)c2c1NC(C)(c1cccc3ccccc13)NC2=O (centres undefined)
  A: 9	B: 1	C: 1	D: 5	E: -10	F: 6	G: -11	H: 38
> CCNc1nc(N)nc(Oc2ccc(OCCOc3ccccc3)nn2)n1
  A: 3	B: 11	C: -1	D: -19	E: 1	F: 7	G: 22	H: -11
> CCCCNC(=O)[C@@H]1CSC2c3ccc(OC)c(OC)c3C(=O)N21 (some centres undefined)
  A: 4	B: -1	C: -1	D: 10	E: -6	F: 2	G: 8	H: 5
> CC(NC(=O)COC(=O)c1ccco1)c1ccccc1 (centres undefined)
  A: -6	B: -1	C: -2	D: 20	E: 1	F: 12	G: 16	H: -11
> Cc1ccc(OCC(=O)Nc2ccc3c(c2)OCCO3)cc1C
  A: 6	B: 23	C: -4	D: 9	E: -1	F: -4	G: -9	H: -3
> Cc1nc2c(C)[n+](CC(=O)c3ccccc3)ccc2n1C
  A: -1	B: 40	C: -4	D: 10	E: 8	F: 3	G: 0	H: -5

Full records from above. Screens in order: UBC13 inh, Gli-Sufu block, APJ ag, APJ antag, ATG4B inhibitor, CXCR6 block, CCR6 antag, EBI2 block
CC(C)OC(=O)C1C(=O)CC(C)(O)C(C(=O)OC(C)C)C1c1ccccc1 (centres undefined) reads 1, -6, -4, 2, -8, -9, 2, -6
CCOC(=O)c1sc(C)c2c1NC(C)(c1cccc3ccccc13)NC2=O (centres undefined) reads 9, 1, 1, 5, -10, 6, -11, 38

2 successive entries already listed:
Keys – A = UBC13 inh; B = Gli-Sufu block; C = APJ ag; D = APJ antag; E = ATG4B inhibitor; F = CXCR6 block; G = CCR6 antag; H = EBI2 block
> COc1ccc(/C(O)=C2/C(=O)C(=O)N(CC3CCCO3)C2c2ccc(OC)c(OC)c2)cc1 (centres undefined)
  A: 3	B: -1	C: -1	D: 17	E: -1	F: 8	G: -9	H: -12
> CS(=O)(=O)N(CC(=O)N1CCN(c2ccccc2)CC1)c1cccc(Br)c1
  A: -1	B: 2	C: -5	D: 0	E: -6	F: -5	G: 13	H: -1

Continuation.
Keys – A = UBC13 inh; B = Gli-Sufu block; C = APJ ag; D = APJ antag; E = ATG4B inhibitor; F = CXCR6 block; G = CCR6 antag; H = EBI2 block
> CCCCCCCCCCCn1nnnc1N
  A: .	B: -5	C: .	D: .	E: -8	F: -4	G: 3	H: 2
> Cc1ccc(C2C=C(c3ccc4c(c3)OCO4)Nc3ncnn32)cc1 (centres undefined)
  A: 3	B: 6	C: -5	D: 8	E: -9	F: 0	G: 3	H: -4
> O=c1[nH]c(SCc2cccc(F)c2)nc2c1CCCC2
  A: 10	B: 4	C: -2	D: 4	E: 3	F: -2	G: -6	H: -4
> CN(CC(=O)Nc1ccccc1Br)C(=O)c1sccc1-c1ccccc1
  A: -4	B: -2	C: -1	D: -6	E: 0	F: 5	G: 14	H: 3
> Cn1cc(/C=C2\SC(=S)N(NC(=O)c3ccccc3Cl)C2=O)c2ccccc21
  A: .	B: 4	C: .	D: .	E: -10	F: 6	G: 26	H: 14
> Cc1ccccc1Oc1ccccc1N
  A: -4	B: -2	C: -4	D: 2	E: 0	F: -10	G: 0	H: 3
> C=CCNC(=O)c1snnc1-c1ccccc1
  A: -3	B: 1	C: 1	D: -1	E: 6	F: 6	G: 5	H: -15
> COCC(C)NC(=O)c1ccccc1[N+](=O)[O-] (centres undefined)
  A: 2	B: 2	C: -1	D: 11	E: -6	F: -1	G: 6	H: -7
> Cc1c(-c2ccccc2)oc2c(C(=O)OCC(=O)Nc3ccc(C(N)=O)cc3)cccc2c1=O
  A: 1	B: 0	C: -3	D: 1	E: -20	F: -4	G: 12	H: 1
> Cc1ccccc1NC(=O)CSc1nc2ccccc2c(=O)n1CC1CCCO1 (centres undefined)
  A: 5	B: -4	C: -4	D: 0	E: -13	F: 8	G: 16	H: 8
> COc1ccc(NC(=O)c2cc3ccccc3cc2OC)cc1OC
  A: 9	B: -14	C: 1	D: 7	E: -15	F: 7	G: 8	H: 3
> COC(=O)c1ccc(NC(=O)CN2CCOCC2)cc1
  A: -12	B: -4	C: 1	D: 0	E: -8	F: -7	G: 5	H: 6
> O=C(OCC(=O)N1CCOCC1)c1ccc(Cl)cc1[N+](=O)[O-]
  A: -9	B: 27	C: -1	D: -17	E: -10	F: -9	G: -8	H: 8
> COc1ccc(S(=O)(=O)N(C)c2ccc(C(=O)Nc3cccnc3)cc2)cc1OC
  A: 2	B: -6	C: 8	D: -3	E: -4	F: -1	G: 3	H: -2
